# Assay outcomes deposited in PubChem by several laboratories.
# KOR beta-arrestin-1: kappa opioid receptor blockers – cell-based, luminescence, uHTS (AID 1778); KOR beta-arrestin recruitment, luminescence, antagonist mode; higher % means a stronger effect; inhibition, % at 10 µM; hits with a dose series show IC50 in µM; actives 0.091% (n = 290,000); in the data active means inhibition above about 50%; further: strong numbers were not always called active
# NOD1 inhibition: inhibition of NOD1-driven NF-kB reporter – cell-based, luminescence, uHTS, primary screen (AID 1578); NOD1-driven NF-kB luciferase reporter cells, luminescence; higher % means a stronger effect; actives 1% (n = 290,000); inhibition, % at 4 µM; hits with a dose series show EC50 in µM; in the data active means inhibition mostly above about 36%, no sharp cut-off; inactive means mostly below about 34%;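 further: HEK-293T reporter cells stimulated with the NOD1 agonist gamma-tri-DAP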
# GPR35 arrestin U2OS: GPR35 antagonists blocking zaprinast-driven arrestin recruitment, primary screen, imaging, U2OS, beta-arrestin-GFP, zaprinast agonist (AID 2058); actives 0.052% (n = 290,000); inhibition, % at 10 µM, or IC50 in µM where a hit was titrated; U2OS GPR35 beta-arrestin-GFP translocation imaging, zaprinast antagonism; higher % means a stronger effect;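 active means inhibition of at least 50% with at least 30 cells and total cytoplasm GFP at most 10,000,000; inconclusive means under 30 cells or total GFP of 10,000,000 plus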
# MgcRacGAP inhibition: MgcRacGAP GTPase-activating activity inhibitors, confirmation, biochemical, ADP Hunter fluorescence; MgcRacGAP-stimulated Rac1 GTP hydrolysis, ADP Hunter fluorescence; higher % means a stronger effect; GST-tagged Rac1 F28L mutant substrate; inhibition, % at 30 µM, or IC50 in µM where a hit was titrated; actives 0.6% (n = 340,000); AID 624330;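 active means first-screen hits whose inhibition reached a set limit at any dose in the follow-up dose series; inconclusive means inhibition above the set first-screen limit but never retested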;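 further: fluorescence reports GDP produced by GAP-driven GTP hydrolysis; strong numbers were not always called active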
# GPR55 LPI antagonism: GPR55 antagonists blocking LPI-driven arrestin recruitment, primary screen, imaging, U2OS, beta-arrestin-GFP, LPI agonist (AID 2013); U2OS GPR55 beta-arrestin-GFP translocation imaging, LPI antagonism; higher % means a stronger effect; actives 0.13% (n = 290,000); inhibition, % at 10 µM; hits with a dose series show IC50 in µM;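 active means spots per cell inhibited over 60%, with over 100 cells counted and total cytoplasm intensity under 500,000; inconclusive means wells with under 100 cells, flagged as likely toxic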;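 further: U2OS cells stably carrying GPR55 and arrestin-GFP stimulated by 5 µM LPI near EC80; imaged beta-arrestin-GFP aggregate spots per cell after agonist stimulation; plate controls were LPI-stimulated DMSO wells for no effect and DMSO wells without LPI for full effect; some results filed as inactive read as strong as hits; confirmed hits need IC50 under 10 µM and bright autofluorescent wells are also inconclusive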
# NTR1 agonist: agonists of NTR1, primary screen, imaging, U2OS cells, beta-arrestin-GFP, high content (AID 493036); NTR1-U2OS beta-arrestin-GFP spot imaging, agonist mode; activation, % at 20 µM; actives 0.17% (n = 330,000);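 active means activation at or above 40% of the spot to cytoplasm intensity ratio, with at least 20 cells analyzed; inconclusive means wells under 20 cells, flagged as cytotoxic or low count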;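 further: 0% = DMSO without peptide and 100% = 100 nM NTR1 peptide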
# Target sequence (P30989 whole entry, looked up): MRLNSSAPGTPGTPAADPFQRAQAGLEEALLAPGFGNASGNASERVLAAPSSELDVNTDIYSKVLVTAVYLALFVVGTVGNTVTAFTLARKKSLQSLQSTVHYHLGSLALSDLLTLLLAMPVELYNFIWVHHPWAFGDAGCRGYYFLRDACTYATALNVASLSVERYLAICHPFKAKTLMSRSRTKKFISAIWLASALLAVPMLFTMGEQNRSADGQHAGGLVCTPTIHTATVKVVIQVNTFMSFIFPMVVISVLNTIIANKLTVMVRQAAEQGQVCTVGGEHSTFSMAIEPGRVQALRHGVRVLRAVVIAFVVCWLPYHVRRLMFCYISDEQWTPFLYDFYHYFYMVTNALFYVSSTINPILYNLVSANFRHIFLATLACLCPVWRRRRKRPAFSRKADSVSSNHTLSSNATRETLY
# K1F lysis inhibition: protection from phage-mediated lysis, alamar blue read-out – E. coli UTI89, K1F phage, bacterial capsule biogenesis inhibitors (AID 488966). E. coli UTI89 K1F phage lysis, alamar blue, 2 h; higher % means a stronger effect. inhibition, % at 100 µM, or IC50 in µM where a hit was titrated. actives 0.02% (n = 340,000);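 active means phage lysis inhibition, versus mean bacterial control, above a set limit; inconclusive means no clear call, values can overlap the other calls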;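 further: capsule biogenesis inhibitors block K1F phage lysis so surviving cells raise fluorescence; higher fluorescence means more inhibition of phage lysis; actives were called in the ten point dose series up to 300 µM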
# GPR55 beta-arrestin: GPR55 agonists via beta-arrestin recruitment, primary screen, imaging, U2OS cells, beta-arrestin-GFP redistribution (AID 1961); U2OS GPR55 beta-arrestin-GFP redistribution imaging; higher % means a stronger effect; activation, % at 10 µM; hits with a dose series show EC50 in µM; actives 0.048% (n = 290,000);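 active means activation above 40% with more than 50 cells counted in the well; inconclusive means wells holding fewer than 50 cells, flagged as toxic or sparse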;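 further: U2OS osteosarcoma cells stably expressing GPR55 and beta-arrestin-GFP; plate controls were DMSO negative control for no effect and LPI positive control for full effect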
# KOR beta-arrestin-2: kappa opioid receptor activators – cell-based, luminescence, uHTS, primary screen (AID 1777); actives 0.02% (n = 280,000); activation, % at 10 µM; hits with a dose series show EC50 in µM; KOR beta-arrestin recruitment, luminescence; higher % means a stronger effect; in the data active means activation above about 50%, passing the limit was not always enough; further: a part of the inactive calls stands beside numbers as strong as those of hits
# NTR1 agonist cell count 20 µM: recorded beside NTR1 agonist, whose call it bears; cell count; measured here: cell count, cytotoxicity flag
# * hit, by the source's call; ? = inconclusive; / = no result given; [ ] = dose if it differs, or a comment. Some of the compounds tested, so the mix of outcomes need not match the whole.
SMILES,KOR beta-arrestin-1,NOD1 inhibition,GPR35 arrestin U2OS,MgcRacGAP inhibition,GPR55 LPI antagonism,NTR1 agonist,NTR1 agonist cell count 20 µM,K1F lysis inhibition,GPR55 beta-arrestin,KOR beta-arrestin-2
O=C(NCc1nc2ccccc2[nH]1)C1=C[C@H](C2CCCCC2)C[C@H](OCc2ccc(CO)cc2)O1,26%,-10%,-40%,12%,-3%,9.9,97,0.9%,0.2%,0.6%
COc1ccc(Nc2nc3ccc(C)cn3c(=O)c2/C=N/O)cc1,1%,-9%,14%,-7%,9%,4.6,36,1.4%,-0.7%,-1.2%
COCCNC(=S)N1CCC(C(=O)c2ccc3c(c2)OCCO3)CC1,6%,-1%,10%,10%,0%,0.4,53,0.0%,-0.3%,-4.1%
C#CCn1c(=NC(=O)c2cc(-c3cccs3)nc3ccccc23)sc2cc(S(N)(=O)=O)ccc21,-19%,-24%,-6%,1%,15%,14,57,1.4%[50 µM],0.5%,2.5%
NC1=NC2(CCCCC2)N(c2cccc(Cl)c2)C(N)=N1,-13%,0%,12%,4%,-1%,-1.7,88,0.8%,-0.1%,-2.6%
COc1ccc(NC(=O)COC(=O)C2CC(=O)N(c3ccc(C)cc3)C2)cc1 (stereo not drawn),-28%,12%,-10%,2%,7%,-0.7,46,-0.3%,/,5.0%
O=C(NCCc1ccccc1)C1(c2ccccc2)CC1(Cl)Cl (stereo not drawn),29%,10%,4%,7%,4%,-0.8,82,0.5%,-0.1%,0.2%
CC1=NN(C(=O)c2ccc(C)cc2)C(O)(C(F)(F)OC(F)(F)F)C1 (stereo not drawn),-22%,27%,12%,-3%,-2%,1.0,88,-0.1%,-0.1%,2.7%
CCn1c(C(=O)N2CCCC(C(=O)NCCc3ccc(C)cc3)C2)cc2sccc21 (stereo not drawn),-16%,15%,-8%,-6%,3%,0.4,58,2.1%,0.0%,-0.2%
Cc1ccc(S(=O)(=O)N2CCCN(C(=O)OC(C)(C)C)CC2)cc1,8%,-2%,-8%,7%,-14%,0.1,52,-1.4%,-0.1%,0.9%
CCC(C)Nc1nc(N)c([N+](=O)[O-])c(NCCO)n1 (stereo not drawn),29%,-3%,5%,4%,-3%,1.4,49,1.8%,0.2%,0.9%
O=C(Nc1ccc2ccccc2c1)N1CCCN(CCOc2ccccc2)CC1,29%,-7%,-2%,9%,6%,2.1,53,1.1%,0.0%,-5.0%
CCc1c(C)c(C#N)c2[nH]c3ccccc3n2c1=S,5%,1%,-5%,?,-14%,6.1,51,-0.4%,-0.1%,6.0%
Cc1csc(NC(=O)CSc2nnc(Cn3c(=O)sc4ccccc43)n2-c2ccccc2)n1,8%,10%,-19%,1%,-5%,3.2,53,4.7%,0.8%,6.7%
CC(=O)c1cccc(NS(=O)(=O)c2csc(C(N)=O)c2)c1,0%,3%,-6%,8%,12%,-0.3,86,0.4%,0.0%,-1.6%
COc1cccc(CNC(=O)Cc2ccc(-c3ccccc3)cc2)c1,-117%,-8%,-1%,9%,1%,4.2,44,-1.0%,-0.4%,-0.6%
Cc1cc(F)ccc1S(=O)(=O)Nc1ncnc2sc3c(c12)CCC3,-64%,-12%,4%,3%,10%,3.5,51,-1.3%,-0.3%,-3.9%
COc1ccc(NC(=O)CSc2ccccc2)cc1S(=O)(=O)N1CCOCC1,11%,-25%,-6%,9%,9%,0.4,50,0.0%[50 µM],0.0%,7.6%
CCOC(=O)c1c(NC(C)=O)sc2c1CCCNC2=O,/,16%,-3%,-3%,-11%,0.7,66,-0.3%,-0.2%,2.3%
Cn1c(SCc2nc3ccccc3[nH]2)nnc1-c1cccnc1,-9%,6%,10%,5%,10%,-1.8,102,1.0%,0.7%,8.0%
COc1ccc(NS(=O)(=O)c2ccc(Br)cc2)cn1,14%,-36%,7%,4%,3%,0.3,31,0.1%,-0.2%,-4.7%
O=C(CCN(CCO)Cc1ccccc1)Nc1ccc(Br)cc1,-5%,-24%,7%,3%,2%,-1.6,66,0.0%,-0.2%,1.3%
c1cnc(Oc2ccc3oc4ccccc4c3c2)nc1,8%,-19%,4%,9%,-15%,-1.0,81,0.2%,-0.3%,2.2%
Cc1ccc(NC(=S)N2CCN(S(=O)(=O)c3c(F)cccc3F)CC2)cc1C,-3%,-16%,4%,8%,-2%,-0.8,33,0.3%,-0.6%,-1.3%
Cc1ccc(S(=O)c2snnc2C)cc1 (stereo not drawn),19%,-3%,-6%,16%,3%,-1.4,95,0.0%,0.0%,-4.9%
COc1ccc(S(=O)(=O)NCC2CC3C=CC2C3)cc1OC (stereo not drawn),11%,-40%,-5%,7%,11%,0.2,89,0.6%[50 µM],0.0%,-0.3%
O=C(NNC1CC(=O)N(c2ccc(Cl)cc2)C1=O)c1ccco1 (stereo not drawn),7%,-36%,-5%,4%,14%,2.0,47,0.4%,-0.3%,-4.4%
CCc1ccccc1N(CC(=O)NCCSCc1ccco1)S(C)(=O)=O,-6%,-14%,-7%,4%,-4%,1.7,42,1.6%,0.3%,-4.2%
Cc1ccc(Nc2nnc(SCC(=O)Nc3ccc(S(=O)(=O)N4CCOCC4)cc3)s2)cc1,-40%,-11%,-9%,3%,3%,4.5,88,8.1%,0.5%,0.5%
O=C(CSc1nnc(NC(=O)c2ccccc2F)s1)NCc1ccco1,-11%,-51%,-2%,9%,-10%,-1.6,63,-0.3%,0.0%,-0.1%
COc1ccccc1C(=O)Nc1nc(-c2cccs2)c(NC(C)=O)s1,-32%,-78%,1%,3%,5%,1.5,97,-0.5%,-0.1%,0.4%
OCCNc1nc(-c2ccccc2)c2cc(Br)ccc2n1,-37%[20 µM],10%,11%,9%,1%,-0.6,63,-1.6%,-0.1%,-0.6%
Cc1nc2c(C#N)c[nH]n2c(=O)c1CCO,40%,-3%,6%,8%,0%,-0.4,65,0.0%,-1.9%,3.2%
O=C(c1ccc(COc2ccccc2Br)cc1)N1CCCCCC1,-22%[20 µM],-20%,30%,9%,-4%,1.2,95,-0.1%,0.2%,-1.9%
CC1CCN(c2ccccc2NC(=S)NC(=O)c2cccs2)CC1,-12%,-56%,4%,12%,16%,7.4,48,1.0%,-0.1%,1.0%
CC(=O)c1cccc(N(C(=O)c2ccccn2)C(C(=O)NC2CCCCC2)c2cccs2)c1 (stereo not drawn),-7%,-11%,-5%,11%,-3%,-0.4,49,0.0%,-0.4%,3.7%
CCN(CC)C(=O)CN1C(=O)c2cccc3cccc1c23,-45%[20 µM],3%,14%,9%,-4%,1.0,62,0.1%,-0.3%,-4.7%
COc1ccc(CCNC(=O)CN2C(=O)COc3ccc(S(=O)(=O)N4CCCC4)cc32)c(OC)c1,-52%,-23%,-8%,-7%,-16%,1.4,46,-0.4%,-0.2%,-1.1%
Cc1ccc(C(=O)c2cn[nH]c2-c2ccccc2O)cc1,14%,-18%,-11%,13%,22%,-0.2,50,0.2%,-0.2%,-0.4%
CC1CCN(C(=O)CSc2ccc(-c3cccnc3)nn2)CC1,6%,-40%,4%,8%,9%,-0.1,52,0.0%,0.0%,2.2%
Cc1ccc2nc(Cl)c3nnnn3c2c1,-1%,84%*,2%,2%,-5%,17,74,0.2%,-0.3%,-6.5%
CCOC(=O)/C(C#N)=C1/C=CNC(=O)N1,14%,0%,15%,6%,2%,-0.3,70,-0.2%,-0.2%,2.9%
CCn1c(C(O)c2ccc(C)cc2)nc2ccccc21 (stereo not drawn),-39%,18%,6%,5%,-6%,0.0,69,0.1%,0.3%,11%
Nc1nonc1C(=O)N/N=C/c1ccc(-c2cccc(C(=O)O)c2)o1,-2%,-51%,3%,/,2%,3.1,42,/,0.1%,-2.6%
COc1ccc(CCN2C(=O)CCC2(C)C(=O)NC2CCCC2)cc1OC (stereo not drawn),5%,-14%,-7%,12%,5%,1.0,54,0.3%,-0.3%,1.1%
CCc1ccc(N2CC(C)Cn3c2nc2c3c(=O)n(CCN3CCOCC3)c(=O)n2C)cc1 (stereo not drawn),2%,11%,7%,14%,-5%,1.6,38,0.4%,0.0%,-4.4%
COc1ccc(C(O)P(=O)(OC(C)C)c2ccc(N(C)C)cc2)c(OC)c1 (stereo not drawn),1%,-15%,6%,7%,13%,-1.9,104,-0.1%,1.3%,3.4%
CCCCOC(=O)C1=C(C)NC(=O)NC1c1cc2c(cc1Br)OCO2 (stereo not drawn),-16%,-37%,-1%,7%,0%,1.6,68,0.2%,-0.1%,-6.4%
Cc1nn(C)c(C)c1S(=O)(=O)N(CC(=O)N1CCc2ccccc2C1)c1ccc(C(C)C)cc1,-14%,-4%,-1%,0%,6%,-2.0,92,0.0%,0.3%,13%
Cc1cc(Cl)c2oc(C(=O)N3CCC(O)(c4ccccc4)CC3)c(C)c2c1,-14%,-12%,6%,6%,3%,13,52,-0.1%,-0.1%,1.4%
CN(CC(=O)O)S(=O)(=O)c1cccs1,-42%,5%,-4%,2%,-1%,-1.5,63,2.8%,-0.2%,-6.3%
O=S(=O)(c1cnc(Cl)c(Br)c1)N1CCN(c2ncccn2)CC1,2%,7%,-9%,2%,14%,0.3,53,0.3%,0.5%,-0.3%
Cc1cc(=O)oc2cc(OCC(=O)OCC(=O)N3CCc4ccccc43)ccc12,29%,-26%,-4%,13%,2%,-2.1,25,0.1%,-0.2%,-6.9%
N#CC1=C(N)OC2=C(C(=O)CCC2)[C@]12C(=O)N(CC(N)=O)c1ccccc12,23%,7%,-2%,5%,-6%,-2.1,59,5.5%,-0.2%,6.1%
CC1(C)CC(=O)C2=C(C1)NC(=O)NC2c1ccc(Cl)cc1 (stereo not drawn),-34%,14%,-5%,10%,5%,-0.5,37,-0.1%,-0.1%,1.9%
C/C(=N\OCC(=O)NC(C)C)c1cccs1,-11%,-18%,-4%,3%,11%,-0.5,36,-0.1%,0.2%,-4.4%
